Bioassay records from PubChem.
MITF act – activators of MITF-driven TRPM1 promoter activity in SK-MEL-5 cells; SK-MEL-5 TRPM1-promoter luciferase, 24 h; % of positive control, neutral wells = 0; AID 588334; activation, % at 12.5 µM; actives 0.75% (n = 300,000);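 active = mean activation of at least 80% with every replicate also reaching 80%; inconclusive = mean reaches 80% but some replicate falls short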;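 note: 0% = neutral control wells and 100% = parthenolide positive control wells; values of inactives mirror those of a sister screen read the other way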
V-ATPase pH – alters yeast V-ATPase proton transport; actives 0.37% (n = 350,000); response, % at 10 µM; AID 504577; S. cerevisiae, pHLuorin cytosolic pH fluorescence; in the data active = response mostly above about 7.3%, no sharp cut-off; inactive = mostly below about 5.4%; note: actives read high; inactives centre near 0; some compounds called inactive have numbers as strong as hits; reference of the scale not given here
HTR5A ag – counter-screen for OPRM1-OPRD1 agonists: human HTR5A agonism. P47898. HTR5A agonist assay, luminescence, cell-based. activation, % at 9.3 µM. actives 0.61% (n = 340,000). AID 504692; in the data active = activation mostly above about 9.5%, no sharp cut-off; inactive = mostly below about 7.6%;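 note: 0% = cells with vehicle only and 100% = reference agonist; strong numbers were not always called active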
CDK5 p35 inh – inhibitors of human CDK5/p35 kinase; Q00535+Q15078; inhibition, % at 10 µM; Recombinant CDK5/p35, ADP-Glo luminescence, 60 min; AID 488839; actives 0.01% (n = 330,000);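 active = highest replicate inhibition of at least 50% and at least 75% of replicates reaching 50%; inconclusive = only one of the two criteria met; inactive = both criteria failed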;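 note: plate controls were DMSO neutral control for no effect and GW8510 at 10 µM for full effect; many of its hits are not listed in these tables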
Wnt bcat act – activators of Wnt/beta-catenin signaling; activation, % at 9.35 µM; Wnt/beta-catenin reporter cell assay, activator, plate reader; actives 1.2% (n = 300,000); in the data active = activation above about 30%, passing the limit was not always enough; inconclusive = no clear call, values can overlap the other calls;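 note: 0% = neutral control wells and 100% = positive control wells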
SR-BI DiI inh – mouse SR-BI HDL lipid transfer inhibition; Q61009; ldlA[mSR-BI] CHO cells, DiI-HDL uptake fluorescence, 3 h; inhibition, % at 12.5 µM; actives 0.96% (n = 320,000); AID 488896;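 active = mean replicate inhibition of at least 70% and a set share of replicates each scoring 70 or more; inconclusive = meets just one of the two criteria; inactive = fails both criteria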;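 note: 0% = median of neutral control wells and 100% = median of positive control wells; values of inactives mirror those of a sister screen read the other way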
HTR5A inv ag – inverse agonist of human HTR5A in OPRM1-OPRD1 counter-screen; inhibition, % at 9.3 µM; HTR5A cell line, luminescence, inverse agonism; actives 0.083% (n = 340,000); P47898; in the data active = inhibition mostly above about 23%, no sharp cut-off; inactive = mostly below about 18%;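 note: 0% = cells with DMSO and 100% = no-cell wells with DMSO; some compounds called inactive have numbers as strong as hits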
dFosB act – activators of mouse delta FosB homodimer. P13346. purified delta FosB, TAMRA-CDK5 oligo fluorescence polarization; percent of positive-control signal above neutral wells. activation, % at 25 µM. actives 0.99% (n = 340,000). AID 493131;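 active = mean activation above about 17%, with every replicate also reaching it, limit read from the data, passing the limit was not always enough; inconclusive = only one of the two conditions met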;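 note: fluorescence polarization rise as delta FosB binds a TAMRA Cdk5 AP-1 oligo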
PvdQ inh – blocks Pseudomonas aeruginosa PvdQ acylase activity. purified PvdQ acylase, fluorescence plate reader. inhibition, % at 10 µM. actives 0.063% (n = 340,000); in the data active = inhibition above about 30%, passing the limit was not always enough; inconclusive = no clear call, values can overlap the other calls;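 note: 0% = vehicle neutral wells and 100% = reference inhibitor wells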
NSD2 HMT inh – blocks human histone methyltransferase NSD2 | NSD2 peptide methylation, AlphaScreen, 120 min | O96028 | actives 0.54% (n = 310,000) | inhibition, % at 12.5 µM; in the data active = inhibition above about 50%
Numbers without * were called inactive; u = inconclusive; x = not tested or not shown.

SMILES | MITF act | V-ATPase pH | HTR5A ag | CDK5 p35 inh | Wnt bcat act | SR-BI DiI inh | HTR5A inv ag | dFosB act | PvdQ inh | NSD2 HMT inh
COc1ccc(-c2cn(/N=C/c3ccc(Cl)cc3Cl)c(N)n2)cc1 | 15 | 3 | -4 | 2.5 | 1 | 6 | 24 | -4 | 7 | 3
CCN1C(=O)[C@@H]2[C@@H](c3ccc(-c4ccc(F)cc4)c(OC)c3)N3CCCC[C@@]3(C(=O)OC)[C@@H]2C1=O | 5 | -1 | 0 | -1.6 | -5 | 56 | -15 | 4 | -3 | x
Cc1noc(C)c1C(=O)OCC(=O)Nc1cc(Cl)ccc1Oc1ccccc1 | 8 | -7 | 4 | 1.1 | x | 43 | -1 | -15 | -8 | 1
CC(C)(C)c1cc(NC(=O)c2ccco2)n(-c2ccccc2)n1 | 3 | 1 | 1 | 0.8 | -2 | 7 | -3 | 4 | -16 | -6
CCCCN(CC)Cc1ccc(CNC(=O)Nc2ccc(F)cc2)o1 | 2 | 2 | -1 | -0.2 | -6 | -12 | -17 | -8 | -5 | 6
CN1CCC(=NNC(=O)C(=O)NC2CCCCC2)CC1 | 0 | 0 | 2 | -0.4 | x | 6 | -15 | 4 | -7 | 1
CCC(Sc1ccc2nnc(-c3cccnc3)n2n1)C(=O)O (stereo not given) | -6 | -1 | 0 | 1.8 | -3 | 1 | -1 | -1 | 10 | x
Cc1cc(Cl)c(OCCCn2ccnc2)c(Br)c1 | 0 | 3 | 2 | -1.2 | 0 | -8 | -6 | -13 | -17 | 6
COc1ccc(OC)c(NC(=O)CSc2nnc(-c3cccnc3)s2)c1 | -2 | 8 | -2 | -0.9 | -3 | 20 | 5 | 1 | 1 | -1
N/C(=N\OC(=O)CCC1CCCC1)c1cccc([N+](=O)[O-])c1 | 12 | 12 | 2 | x | -3 | -50 | 8 | 1 | 5 | -2
Nc1ccccc1O | -44 | 2 | 1 | -0.1 | x | -11 | -4 | -6 | -1 | x
O=C(COC(=O)c1cncc(Br)c1)NCc1ccccc1 | -4 | 2 | 0 | 0.1 | -1 | -12 | 0 | -2 | -4 | 2
O=C(CSc1nc2ccccc2o1)N/N=C/c1ccccc1C(=O)O | 19 | -2 | 2 | 1.4 | 26 | -4 | -5 | -3 | -10 | -10
Cc1ccccc1NC(=S)NC(=O)COc1ccccc1C | 0 | 0 | 1 | -0.5 | -2 | 10 | 0 | -8 | 3 | -3
CCOC(=O)Cn1cnc2c(nnn2-c2ccc(C)cc2)c1=O | 16 | -5 | 7 | 0.4 | -4 | 1 | 3 | -9 | -11 | 0
CN1CCN(C(=O)c2ccccc2NC(=O)c2ccccc2Br)CC1 | -10 | 1 | -2 | -0.4 | -1 | -32 | -2 | -1 | -18 | -3
Cc1ccc2nc(-c3sc4nc(C)ccc4c3N)[nH]c2c1 | x | 0 | 3 | 3.0 | x | 58 | 28 | -15 | -16 | -3
CCn1nc(C(=O)OCC(=O)Nc2ncc(Cl)c(C)c2Cl)c2ccccc2c1=O | -2 | 0 | 5 | -1.9 | x | 6 | 21 | -6 | -8 | 1
FC(F)(F)c1cc(-c2ccccc2)nc2ncnn12 | 8 | 2 | 3 | -0.6 | -3 | -7 | 12 | -4 | -11 | 0
COc1ccc(N2CCN(Cc3nc4sc(C)c(C)c4c(=O)[nH]3)CC2)cc1 | 2 | 5 | 1 | -3.1 | 10 | -8 | 5 | -5 | -28 | 1
CCN(CC)CCNC(=O)c1ccc(NC(=O)c2ccc(COc3ccccc3)cc2)cc1 | -2 | -2 | 4 | -2.7 | -2 | 5 | 6 | -16 | -3 | 0
Cc1cc(F)ccc1NC(=O)c1cnccn1 | 11 | -2 | -3 | 0.9 | -1 | -33 | 7 | -11 | -7 | 2
COc1ccc(/C=N/Nc2cc(C)nc(N3CCOCC3)n2)c(OC)c1 | x | -3 | 6 | 0.2 | -1 | 67 | 16 | -11 | -10 | -2
O=C(Nc1ccc2ccccc2n1)Nc1ccccc1F | 37 | -2 | -3 | 1.6 | 10 | 9 | 10 | 1 | -6 | -3
Cc1ccc(-n2nc3c(=O)n(CC(=O)NCc4ccccc4Cl)nc(C)c3c2C)cc1 | -21 | 5 | -2 | -0.7 | -1 | -5 | -16 | -13 | -6 | 1
COc1ccc(C(=O)c2sc(Nc3ccccc3)nc2C)cc1 | 20 | 2 | 10 | -1.0 | 1 | 33 | -39 | -13 | -9 | -9
Cn1cc(C(=O)N2CCCCC2)c(=O)c2cc(S(=O)(=O)N3CCCC3)ccc21 | 8 | -3 | -3 | 0.4 | -1 | -25 | -3 | 1 | -10 | -8
O=C(CN1C(=O)NC2(CCCCCCC2)C1=O)NCc1ccccc1Cl | x | 1 | -3 | 1.2 | 8 | 2 | 7 | -9 | -21 | -2
COc1ccc(OC)c(NC(=O)NCCc2c[nH]c3ccccc23)c1 | 0 | 5 | -5 | 0.3 | -1 | 36 | 18 | -8 | -12 | 10
O=C(CCC1COc2ccccc2O1)NCc1ccccc1 (stereo not given) | x | -1 | 0 | -0.1 | x | 18 | 23 | -7 | -8 | -2
O=c1[nH]cnc2scc(-c3ccc(-c4ccccc4)cc3)c12 | x | -3 | 0 | 0.0 | x | 14 | 3 | 1 | 2 | -1
O=C(COC(=O)c1ccc(Cl)nc1)NC1CCCc2ccccc21 (stereo not given) | 6 | 0 | -4 | 0.6 | 0 | 10 | 14 | 2 | -11 | 0
O=C(O)c1ccc(NS(=O)(=O)c2cc(C(=O)O)ccc2Br)cc1 | 11 | 0 | 6 | 0.1 | x | 1 | -18 | 8 | 6 | 2
CCOc1ccc(C(=O)N2CCCC2)cc1 | -2 | 7 | -6 | 1.1 | x | 0 | 15 | 6 | 8 | -4
CN(C)Cc1c(OC(=O)c2ccc(N)cc2)ccc2ccccc12 | 1 | -3 | -1 | -1.7 | -8 | -14 | 3 | -5 | -7 | 0
COc1cccc(CCC(=O)Nc2cccc(S(=O)(=O)N3CCCC3)c2)c1OC | -15 | 0 | -13 | 0.4 | -3 | 48 | 32 | -10 | 10 | -2
Cn1ncc([N+](=O)[O-])c1C(=O)Nc1ccccc1Cl | -2 | -5 | 2 | 1.8 | 1 | 4 | -4 | -3 | -10 | 0
COc1ccc(/C=C(\C#N)C(=O)c2cccn2C)cc1 | -6 | 3 | -2 | 0.9 | 2 | -23 | 6 | -6 | -3 | -1
COc1ccc(C(=O)NCCNC(=O)c2cc(OCC(F)(F)F)ccc2OCC(F)(F)F)cc1 | 4 | -5 | 0 | -2.1 | x | 41 | 0 | 6 | -3 | 0
CCOC(CCNC(=O)c1cc(-c2cccs2)nc2ccccc12)OCC | 12 | 0 | 4 | 1.1 | -1 | 4 | -14 | 1 | -17 | 0
CCCCCCC(NC(=O)c1ccc(C)cc1)C(=O)O (stereo not given) | -2 | -2 | -1 | 0.6 | -3 | -7 | 2 | 3 | 14 | x
COc1ccc(-c2csc(N3N=C(C)C(C)C3=O)n2)cc1 (stereo not given) | 42 | 2 | -1 | 0.3 | 4 | 2 | 21 | -10 | -5 | 0
COc1cc(NC(=O)CSc2ccccc2)c(C(=O)O)cc1OC | -17 | -1 | 7 | -1.2 | -2 | -11 | 2 | -6 | 6 | 1
COc1cc(OC)cc(-c2cc3nc(C4CCN(C(=O)OC(C)(C)C)CC4)cc(=O)n3[nH]2)c1 | -11 | 5 | 1 | -1.3 | -7 | 61 | -14 | -20 | -6 | 2
COc1ccc(CCC(C)NCC(C)c2ccccc2)cc1 (stereo not given) | x | 1 | 0 | 0.1 | 4 | -3 | 0 | -10 | -3 | 6
Cc1cc(NCc2ccccn2)nc2ccccc12 | 1 | 1 | -9 | -0.6 | 0 | 4 | 13 | -3 | 2 | -2
Cc1cc(OC(=O)c2ccc(Cl)cc2Cl)c([N+](=O)[O-])c(=O)[nH]1 | -8 | 1 | -3 | 0.0 | -3 | -8 | 8 | -4 | -9 | x
Cc1c(NS(=O)(=O)c2ccc3c(c2)n(C)c(=O)n3C)c(=O)n(-c2ccccc2)n1C | 0 | -6 | -2 | -0.2 | x | -10 | -1 | -5 | 1 | 0

Single records, from the list above.
COc1cc(NC(=O)CSc2ccccc2)c(C(=O)O)cc1OC as listed: MITF act = -17; V-ATPase pH = -1; HTR5A ag = 7; CDK5 p35 inh = -1.2; Wnt bcat act = -2; SR-BI DiI inh = -11; HTR5A inv ag = 2; dFosB act = -6; PvdQ inh = 6; NSD2 HMT inh = 1
COc1ccc(CCC(C)NCC(C)c2ccccc2)cc1 (stereo not given) as listed: MITF act = x; V-ATPase pH = 1; HTR5A ag = 0; CDK5 p35 inh = 0.1; Wnt bcat act = 4; SR-BI DiI inh = -3; HTR5A inv ag = 0; dFosB act = -10; PvdQ inh = -3; NSD2 HMT inh = 6

Going on with the list:
SMILES | MITF act | V-ATPase pH | HTR5A ag | CDK5 p35 inh | Wnt bcat act | SR-BI DiI inh | HTR5A inv ag | dFosB act | PvdQ inh | NSD2 HMT inh
CC(=O)Nc1cccc(NC(=O)CCn2c(=O)sc3ccccc32)c1 | 9 | -3 | 0 | 1.6 | -4 | -13 | 0 | -13 | -15 | -1
O=C(O)c1ccccc1C(=O)NCc1ccc2c(c1)OCO2 | -2 | -5 | 2 | -0.6 | -3 | -31 | -6 | -5 | 13 | -2
CSc1ccccc1NC(=O)CN(C)CC(=O)Nc1ccccc1N1CCOCC1 | 1 | 3 | -2 | -0.2 | -5 | 12 | 6 | -2 | -5 | 3
CN(C)CCNCCCNc1c2ccccc2nc2cccc([N+](=O)[O-])c12 | x | 2 | 4 | 0.8 | u | -1 | -17 | -1 | -14 | 23
Cc1ccc(NC(=O)CCc2c(C)nn(-c3ccc(N4CCOCC4)nn3)c2C)c(C)c1 | 6 | 4 | 6 | -0.3 | 3 | 31 | -1 | -7 | -8 | -5
CCc1ccc(OCc2nnc(NC(=O)c3cccs3)s2)cc1 | -18 | 0 | 6 | 1.4 | 1 | x | -16 | 12 | -6 | -2
COc1ccc(N(CC(=O)NCc2ccccc2C)S(=O)(=O)c2ccc(C)cc2)cc1OC | -10 | 3 | 2 | 1.5 | -2 | -17 | -13 | -10 | -19 | -2
Cc1noc(C)c1C(=O)N1CCN(S(=O)(=O)c2ccc(F)cc2)CC1 | -7 | 0 | -2 | 0.9 | -1 | -13 | -16 | 8 | -1 | x
CC1Cc2cc(/C(O)=C3/C(=O)C(=O)N(CC4CCCO4)C3c3ccco3)ccc2O1 (stereo not given) | -1 | 3 | -4 | 0.7 | x | -18 | -10 | -5 | 3 | 2
CN(C)c1ccc(C(=O)N/N=C/c2ccccn2)cc1 | 67 | 4 | 0 | -1.6 | u | -6 | 13 | 5 | -2 | -1
O=C(COC(=O)CCSc1ccccc1)NCc1ccccc1Cl | 12 | 2 | -2 | -0.6 | 7 | 3 | 7 | 0 | -4 | -3
CCc1cc(C(=O)OC)c(NC(=O)CCC(=O)O)s1 | 1 | 3 | -7 | -0.9 | -4 | -18 | 17 | 2 | -10 | 3
O=C(NC1CCS(=O)(=O)C1)c1ccccc1Cl (stereo not given) | 1 | -2 | 6 | 2.1 | 0 | -27 | 13 | -2 | -18 | 0
COc1ccc(-c2noc(CCC(=O)NC3CCCCCC3)n2)cc1 | 19 | -4 | 4 | -0.2 | 0 | -11 | -16 | -16 | -3 | -8
CCN1C(=O)/C(=C2\C=Cc3ccccc3N2CC)SC1=S | -3 | -1 | 9 | 2.8 | x | 74* | -23 | -7 | 3 | 20
